Screens as filed in PubChem.
HIV peptide binding: cell-free HIV fusion peptide-binding blockers – biochemical, uHTS, fluorescence dequenching, primary screen (AID 1986). cell-free peptide binding, fluorescence dequenching, 30 min; higher % means a stronger effect. inhibition, % at 20 µM, or IC50 in µM where a hit was titrated. 290,000 compounds, 0.3% hits; in the data active = inhibition mostly above about 52%, no sharp cut-off; inactive = mostly below about 76%; note: some results filed as inactive read as strong as hits
Salmonella PhoP GFP: inhibitors of PhoP regulon expression, primary screen, Salmonella Typhimurium, GFP reporter (AID 1863); one-dose inhibition, % at 50 µM; IC50 in µM for titrated hits; S. Typhimurium PhoP-regulated promoter GFP reporter, 4 h; higher % means a stronger effect; 300,000 compounds, 0.16% hits;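 active = inhibition over 29.93%, a cutoff 3 SD above the screen mean, later confirmed by dose response; inconclusive = inhibition over 29.93% but no dose response follow-up; inactive = inhibition at most 29.93% or unconfirmed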;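 note: 0% = low Mg2+ inducing control and 100% = high Mg2+ repressing control; strong numbers were not always called active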
GPR35 arrestin U2OS: GPR35 antagonists blocking zaprinast-driven arrestin recruitment, primary screen, imaging, U2OS, beta-arrestin-GFP, zaprinast agonist (AID 2058) | inhibition, % at 10 µM; hits with a dose series show IC50 in µM | U2OS GPR35 beta-arrestin-GFP translocation imaging, zaprinast antagonism; higher % means a stronger effect | 290,000 compounds, 0.052% hits;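 active = inhibition of at least 50% with at least 30 cells and total cytoplasm GFP at most 10,000,000; inconclusive = under 30 cells or total GFP of 10,000,000 plus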
GPR55 antagonists: GPR55 antagonists blocking LPI-driven arrestin recruitment, primary screen, imaging, U2OS, beta-arrestin-GFP, LPI agonist (AID 2013) | 290,000 compounds, 0.13% hits | one-dose inhibition, % at 10 µM; IC50 in µM for titrated hits | U2OS GPR55 beta-arrestin-GFP translocation imaging, LPI antagonism; higher % means a stronger effect;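 active = spots per cell inhibited over 60%, with over 100 cells counted and total cytoplasm intensity under 500,000; inconclusive = wells with under 100 cells, flagged as likely toxic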;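 note: U2OS cells stably carrying GPR55 and arrestin-GFP stimulated by 5 µM LPI near EC80; imaged beta-arrestin-GFP aggregate spots per cell after agonist stimulation; plate controls were LPI-stimulated DMSO wells for no effect and DMSO wells without LPI for full effect; some results filed as inactive read as strong as hits; confirmed hits need IC50 under 10 µM and bright autofluorescent wells are also inconclusive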
NS5 inhibitors: Dengue-2 NS5 methyltransferase inhibitors, primary screen, biochemical, confirmation dose response (AID 588689). Dengue-2 NS5 methyltransferase capping enzyme assay, biochemical; higher % means a stronger effect. one-dose inhibition, % at 25 µM; IC50 in µM for titrated hits. 340,000 compounds, 0.3% hits; in the data active = a potency from the dose series; inconclusive = inhibition above about 29% without an active follow-up result
RSV CPE inhibition: RSV antiviral activity via CPE protection, HEp-2 cells, primary 10 µM value included (AID 2391). HEp-2 cells, RSV-induced CPE inhibition; higher % means a stronger effect. one-dose CPE inhibition, % at 10 µM; IC50 in µM for titrated hits. 310,000 compounds, 0.13% hits; in the data active = a potency from the dose series; inconclusive = CPE inhibition mostly from about 23% at the one dose, without a potency; inactive = the rest, 99 in 100 with CPE inhibition below about 21%; note: strong numbers were not always called active
MgcRacGAP inhibition: MgcRacGAP GTPase-activating activity inhibitors, confirmation, biochemical, ADP Hunter fluorescence; inhibition, % at 30 µM, or IC50 in µM where a hit was titrated; 340,000 compounds, 0.6% hits; AID 624330; MgcRacGAP-stimulated Rac1 GTP hydrolysis, ADP Hunter fluorescence; higher % means a stronger effect; GST-tagged Rac1 F28L mutant substrate;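 active = first-screen hits whose inhibition reached a set limit at any dose in the follow-up dose series; inconclusive = inhibition above the set first-screen limit but never retested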;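 note: fluorescence reports GDP produced by GAP-driven GTP hydrolysis; strong numbers were not always called active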
K1F lysis inhibition: inhibition of K1F phage lysis, E. coli UTI89, bacterial capsule biogenesis inhibitors, alamar blue (AID 488966); 340,000 compounds, 0.02% hits; E. coli UTI89 K1F phage lysis, alamar blue, 2 h; higher % means a stronger effect; inhibition, % at 100 µM, or IC50 in µM where a hit was titrated;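 active = phage lysis inhibition, versus mean bacterial control, above a set limit; inconclusive = no clear call, values can overlap the other calls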;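 note: capsule biogenesis inhibitors block K1F phage lysis so surviving cells raise fluorescence; higher fluorescence means more inhibition of phage lysis; actives were called in the ten point dose series up to 300 µM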
SV40 large T antigen: TAg ATPase/helicase activity blockers – biochemical (AID 1903) | SV40 large T antigen ATPase/helicase inhibition assay; higher % means a stronger effect | inhibition, % at 20 µM; hits with a dose series show IC50 in µM | 310,000 compounds, 0.39% hits; in the data active = a potency from the dose series; inconclusive = inhibition mostly from about 32% at the one dose, without a potency; inactive = the rest, 99 in 100 with inhibition below about 32%; note: strong numbers were not always called active
Active calls of the source: *; [ ] = dose if it differs, or a comment. Compounds as they come, and some 1.5% of all compounds hit somewhere here.

What do the screens show for `O=C(Nc1nnc(-c2ccc(F)cc2)s1)Nc1ccccc1F`?
HIV peptide binding: -1.8%; Salmonella PhoP GFP: -1%; GPR35 arrestin U2OS: 2%; GPR55 antagonists: 6%; RSV CPE inhibition: 2.1%; SV40 large T antigen: 7%

What do the screens show for `O=C(Nc1cc(Cl)cc(Cl)c1)N1CCCN(Cc2ccccc2)CC1`?
HIV peptide binding: 0.2%; Salmonella PhoP GFP: 7%; GPR35 arrestin U2OS: -2%; GPR55 antagonists: -4%; NS5 inhibitors: 0%; RSV CPE inhibition: 12%; MgcRacGAP inhibition: 9%; K1F lysis inhibition: 6.1%; SV40 large T antigen: 9%

What do the screens show for `O=C(NCc1ccc(Cl)cc1)c1cccc(NC(=O)c2ccccc2)c1`?
HIV peptide binding: 2.3%; Salmonella PhoP GFP: -15%; GPR35 arrestin U2OS: 1%; GPR55 antagonists: -3%; NS5 inhibitors: -10%; RSV CPE inhibition: 2.8%; MgcRacGAP inhibition: 8%; K1F lysis inhibition: -1.3%; SV40 large T antigen: 17%

How did CCc1cccc(C)c1NC(=O)CSc1nc2ccncc2[nH]1 do in these assays?
HIV peptide binding: -0.3%; Salmonella PhoP GFP: -8%; GPR35 arrestin U2OS: -10%; GPR55 antagonists: 7%; NS5 inhibitors: 3%; RSV CPE inhibition: 0.6%; MgcRacGAP inhibition: 5%; K1F lysis inhibition: 1.5%; SV40 large T antigen: 22%

Results for COc1ccccc1CNC(=O)CCc1cn(C)c2ccccc12 ?
HIV peptide binding: 0.3%; Salmonella PhoP GFP: -4%; GPR35 arrestin U2OS: 0%; GPR55 antagonists: 9%; NS5 inhibitors: 3%; RSV CPE inhibition: 0.9%; MgcRacGAP inhibition: 2%; K1F lysis inhibition: 0.2%; SV40 large T antigen: 14%

What do the screens show for `O=C(O)c1ccccc1Nc1ccnc(Cl)n1`?
HIV peptide binding: 0.2%; Salmonella PhoP GFP: -10%; GPR35 arrestin U2OS: -1%; GPR55 antagonists: 11%; NS5 inhibitors: -9%; RSV CPE inhibition: -2.9%; MgcRacGAP inhibition: 9%; K1F lysis inhibition: 0.3%; SV40 large T antigen: 17%

Results for Cc1ccc(/C=N\Nc2cn[nH]c(=O)c2Cl)cc1 ?
HIV peptide binding: 0.6%; Salmonella PhoP GFP: -13%; GPR35 arrestin U2OS: -2%; GPR55 antagonists: 7%; NS5 inhibitors: -3%; RSV CPE inhibition: -2.9%; MgcRacGAP inhibition: 3%; K1F lysis inhibition: 7.0%; SV40 large T antigen: 13%

How did O=C(CNC(=O)c1ccco1)N/N=C/c1cccs1 do in these assays?
HIV peptide binding: 0.5%; Salmonella PhoP GFP: -1%; GPR35 arrestin U2OS: -12%; GPR55 antagonists: -13%; NS5 inhibitors: -3%; RSV CPE inhibition: 1.3%; MgcRacGAP inhibition: 4%; K1F lysis inhibition: 0.7%; SV40 large T antigen: 6%

What do the screens show for `COc1cc(CNCCSc2nnnn2C)cc(Br)c1OCc1ccccc1`?
HIV peptide binding: -0.8%; Salmonella PhoP GFP: 2%; GPR35 arrestin U2OS: 14%; GPR55 antagonists: 6%; NS5 inhibitors: -6%; RSV CPE inhibition: -1.9%; MgcRacGAP inhibition: -7%; K1F lysis inhibition: 0.1%[50 µM]; SV40 large T antigen: 5%

What do the screens show for `Cc1cccc(Nc2nnc(SCC(=O)NCc3cccs3)s2)c1`?
HIV peptide binding: -0.3%; Salmonella PhoP GFP: -4%; GPR35 arrestin U2OS: -13%; GPR55 antagonists: -1%; NS5 inhibitors: -13%; RSV CPE inhibition: 1.7%; MgcRacGAP inhibition: 13%; K1F lysis inhibition: 0.1%; SV40 large T antigen: 2%

What do the screens show for `COC(=O)c1ccc(C(=O)OC)c(NC(=O)CSCC(=O)O)c1`?
HIV peptide binding: -1.9%; Salmonella PhoP GFP: -4%; GPR35 arrestin U2OS: -2%; GPR55 antagonists: -14%; NS5 inhibitors: -7%; RSV CPE inhibition: 1.1%; MgcRacGAP inhibition: 7%; K1F lysis inhibition: 0.1%; SV40 large T antigen: 4%

What do the screens show for `O=C(CNC(=O)c1ccc(F)cc1)NCc1ccccn1`?
NS5 inhibitors: -6%; RSV CPE inhibition: 1.7%; MgcRacGAP inhibition: 3%; K1F lysis inhibition: -0.2%

Results for CCOc1ccc(CCNC(=O)COC(=O)c2ccc(S(=O)(=O)N3CCCC3)cc2)cc1OCC ?
Salmonella PhoP GFP: 5%; NS5 inhibitors: 6%; RSV CPE inhibition: -2.1%; MgcRacGAP inhibition: -2%; K1F lysis inhibition: 0.2%[50 µM]; SV40 large T antigen: 22%

How did Cc1ccc(C(=O)N/C(=C\c2ccc(-c3ccccc3[N+](=O)[O-])o2)C(=O)NCCCN2CCOCC2)cc1 do in these assays?
HIV peptide binding: 12%; Salmonella PhoP GFP: -1%; GPR35 arrestin U2OS: 10%; GPR55 antagonists: 11%; NS5 inhibitors: 8%; RSV CPE inhibition: -0.8%; MgcRacGAP inhibition: 8%; K1F lysis inhibition: 0.0%; SV40 large T antigen: 21%

What do the screens show for `Cc1ccc(C)c2nc3sc(C(=O)N4CCOCC4)c(N)c3cc12`?
HIV peptide binding: 5.3%; Salmonella PhoP GFP: -1%; GPR35 arrestin U2OS: 6%; GPR55 antagonists: -5%; NS5 inhibitors: 13%; RSV CPE inhibition: 1.5%; MgcRacGAP inhibition: 15%; K1F lysis inhibition: -1.2%; SV40 large T antigen: 9%

What do the screens show for `O=C(CCCn1c(=S)[nH]c2ccccc2c1=O)NCCSCc1ccccc1`?
HIV peptide binding: 1.5%; Salmonella PhoP GFP: -13%; GPR35 arrestin U2OS: -7%; GPR55 antagonists: -5%; NS5 inhibitors: 2%; RSV CPE inhibition: 12%; MgcRacGAP inhibition: -1%; K1F lysis inhibition: 0.6%; SV40 large T antigen: 8%

Results for CCn1cc(C(=O)N(C)c2cc(C)ccc2OC)c2cc(OC)c(OC)cc2c1=O ?
HIV peptide binding: -0.3%; Salmonella PhoP GFP: -2%; GPR35 arrestin U2OS: -14%; GPR55 antagonists: 6%; NS5 inhibitors: -14%; RSV CPE inhibition: 1.7%; MgcRacGAP inhibition: 2%; K1F lysis inhibition: 0.2%; SV40 large T antigen: 2%

Results for COCCOC(=O)C1=C(C)NC(=O)NC1c1cccc2ccccc12 (centres undefined) ?
HIV peptide binding: -1.0%; Salmonella PhoP GFP: -5%; GPR35 arrestin U2OS: -3%; GPR55 antagonists: 0%; NS5 inhibitors: -6%; RSV CPE inhibition: 0.9%; MgcRacGAP inhibition: -3%; K1F lysis inhibition: 3.6%; SV40 large T antigen: 3%

Results for O=C(c1ccc(F)cc1F)N1CCCc2ccccc21 ?
HIV peptide binding: -2.0%; Salmonella PhoP GFP: 10%; GPR35 arrestin U2OS: -4%; GPR55 antagonists: 2%; NS5 inhibitors: -15%; RSV CPE inhibition: 0.7%; MgcRacGAP inhibition: -4%; K1F lysis inhibition: 1.7%[50 µM]; SV40 large T antigen: -1%

What do the screens show for `O=C(Cc1cccc(NC(=O)C2CCN(C(=O)C3CCC3)CC2)c1)Nc1cccc(C(=O)N2CCCC2)c1`?
NS5 inhibitors: -4%; RSV CPE inhibition: 0.3%; MgcRacGAP inhibition: 5%; K1F lysis inhibition: -1.9%

What do the screens show for `CC(C(=O)Nc1ccccc1C(F)(F)F)N1CCN(C)CC1` (centres undefined)?
HIV peptide binding: 1.5%; Salmonella PhoP GFP: 2%; GPR35 arrestin U2OS: -12%; GPR55 antagonists: 4%; NS5 inhibitors: -3%; RSV CPE inhibition: 3.2%; MgcRacGAP inhibition: 163µM*; K1F lysis inhibition: -1.1%; SV40 large T antigen: 4%

What do the screens show for `S=C(NCCc1ccccc1)N1CCCC1`?
NS5 inhibitors: -5%; RSV CPE inhibition: 0.7%; MgcRacGAP inhibition: 7%; K1F lysis inhibition: 0.2%; SV40 large T antigen: 8%

Results for CCOC(=O)c1cnc2c(C)cc(Cl)cc2c1N1CCN(C)CC1 ?
HIV peptide binding: -1.1%; Salmonella PhoP GFP: -6%; GPR35 arrestin U2OS: 16%; GPR55 antagonists: 8%; NS5 inhibitors: 4%; RSV CPE inhibition: 0.2%; MgcRacGAP inhibition: 11%; K1F lysis inhibition: 0.1%; SV40 large T antigen: 10%

How did Cc1ccccc1OCc1nnc(SCC(=O)O)n1-c1ccccc1 do in these assays?
HIV peptide binding: 1.3%; Salmonella PhoP GFP: 1%; GPR35 arrestin U2OS: 0%; GPR55 antagonists: 2%; RSV CPE inhibition: 0.4%; MgcRacGAP inhibition: 0%; K1F lysis inhibition: -0.9%; SV40 large T antigen: 13%

Results for COc1ccc(-c2cn[nH]c2-c2ccc(OCc3ccc([N+](=O)[O-])cc3)cc2O)cc1 ?
HIV peptide binding: 0.9%; Salmonella PhoP GFP: 39%; GPR35 arrestin U2OS: -2%; GPR55 antagonists: 10%; NS5 inhibitors: -2%; RSV CPE inhibition: inconclusive; MgcRacGAP inhibition: 8%; K1F lysis inhibition: 0.6%; SV40 large T antigen: 9%

Results for O=C(c1ccncc1)N1CCN(C(=O)c2ccco2)CC1 ?
HIV peptide binding: -0.1%; Salmonella PhoP GFP: -4%; GPR35 arrestin U2OS: 6%; GPR55 antagonists: 8%; NS5 inhibitors: 0%; RSV CPE inhibition: 0.7%; MgcRacGAP inhibition: 2%; K1F lysis inhibition: 0.2%; SV40 large T antigen: 7%

How did CN(Cc1c(F)cccc1Cl)C(=O)CCc1c[nH]c2ccccc12 do in these assays?
HIV peptide binding: -1.4%; Salmonella PhoP GFP: 6%; GPR35 arrestin U2OS: 0%; GPR55 antagonists: 6%; NS5 inhibitors: 7%; RSV CPE inhibition: 41%; MgcRacGAP inhibition: 3%; K1F lysis inhibition: -0.7%; SV40 large T antigen: 2%

What do the screens show for `O=C(NCc1ccccc1)C(=O)NCC1CCCN1S(=O)(=O)c1cccs1` (centres undefined)?
Salmonella PhoP GFP: -7%; NS5 inhibitors: 4%; RSV CPE inhibition: 2.4%; MgcRacGAP inhibition: 3%; K1F lysis inhibition: 1.2%[50 µM]; SV40 large T antigen: 6%

How did Brc1c(CSc2nncn2-c2ccccc2)nc2sccn12 do in these assays?
HIV peptide binding: -0.2%; Salmonella PhoP GFP: -7%; GPR35 arrestin U2OS: -11%; GPR55 antagonists: 7%; NS5 inhibitors: -8%; RSV CPE inhibition: 2.7%; MgcRacGAP inhibition: 9%; K1F lysis inhibition: 9.5%; SV40 large T antigen: 3%

How did c1ccc(N2CCN(c3ccccc3)C2c2cccs2)cc1 do in these assays?
HIV peptide binding: -1.9%; Salmonella PhoP GFP: 4%; GPR35 arrestin U2OS: -21%; GPR55 antagonists: -6%; NS5 inhibitors: 0%; RSV CPE inhibition: 4.6%; MgcRacGAP inhibition: 9%; K1F lysis inhibition: 6.0%; SV40 large T antigen: 3%
